Compound activity as filed in PubChem BioAssay.
HCMV inh: qHTS Assay for inhibitors of the human cytomegalovirus (HCMV) | HFF cells, HCMV-luciferase reporter, 72 h; stronger effect = lower value | activity change, negative = inhibition, % at 57.5 µM | hit rate 4.5% among 410,000 | AID 1259415, 2018; in the data active = activity change below about -60%; inconclusive = no clear call, values can overlap the other calls; inactive = above about -39%
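Luciferase read-out from HCMV-luciferase-infected HFFs (MOI 1 PFU/cell) 72 h post infection at 37C; compounds added after 16 h cell attachment; activity normalized between buffer-only basal and Salinomycin (10uM) inhibitor controls.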
Sm TGR block: qHTS Assay for the Inhibitors of Schistosoma Mansoni Peroxiredoxins; Schistosoma mansoni thioredoxin glutathione reductase (TGR), Q962Y6; purified TGR, DTNB reduction, TNB absorbance 405 nm; Potency, µM (top dose mostly 114 µM), for the others: top-dose activity change, negative = inhibition, most hits filed as inhibitors; hit rate 3% among 360,000; AID 485364, 2010; note: potency is the fitted concentration of half-maximal effect; nearly all actives have a fitted effect of over 60% in size
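First, TGR (20 nM dispensed) and NADPH were mixed with compound. Second, a 15 min room-temperature incubation followed. Third, further NADPH and then DTNB were added to start the reaction. Finally, TNB absorbance was monitored kinetically.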
HCV inhibitor: qHTS Assay for Inhibitors of Hepatitis C Virus (HCV); Huh7.5.1 HCVcc-Cre infection, luciferase reporter, 44 h; Potency, µM (doses to about 41.8 µM), inactives show top-dose activity change, negative = inhibition, hits mostly inhibitors; hit rate 3.4% among 340,000; note: potency is the fitted concentration of half-maximal effect
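A cell-based infection assay in which seeded cells (1,000 per well) receive test compound after 4 h, are inoculated with HCVcc-Cre at approximately 0.5 moi, and are incubated 44 h before luminescence detection.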
AmpC inh no detg: qHTS Inhibitors of AmpC Beta-Lactamase (assay without detergent); P00811; AmpC nitrocefin hydrolysis, absorbance 480 nm, 0.0001% Triton; Potency, µM (doses to about 57.1 µM), without a hit: at the top dose activity change, negative = inhibition, most hits filed as inhibitors; hit rate 0.52% among 330,000;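 note: potency is the fitted concentration of half-maximal effect; plate controls were no compound for no effect and no enzyme for full effect; nearly all actives have a fitted effect of over 20% in size; some results filed as inactive show a strong effect at the top dose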
Target sequence (P00811 whole entry, looked up): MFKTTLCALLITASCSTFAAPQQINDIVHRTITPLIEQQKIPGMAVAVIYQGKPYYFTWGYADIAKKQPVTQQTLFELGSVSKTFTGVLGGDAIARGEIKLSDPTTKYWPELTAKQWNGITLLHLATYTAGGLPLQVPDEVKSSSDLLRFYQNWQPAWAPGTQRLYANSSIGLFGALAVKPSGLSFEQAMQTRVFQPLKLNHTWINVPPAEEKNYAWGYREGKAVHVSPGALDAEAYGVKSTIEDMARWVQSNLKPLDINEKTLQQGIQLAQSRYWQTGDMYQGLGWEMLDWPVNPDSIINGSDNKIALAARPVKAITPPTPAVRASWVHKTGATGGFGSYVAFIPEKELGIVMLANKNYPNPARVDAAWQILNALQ
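20 mM phosphate pH 7.0 + 0.01% (detergent screen) or 0.0001% Triton X-100; 5.3 nM AmpC reagent; cpd preinc 15 min RT; nitrocefin (800 uM stock) to start; A480 q20 s × 4 min; Activity was normalised to no-enzyme and no-compound control wells.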
Giardia FBPA inh: qHTS Assay for Inhibitors of Fructose-1,6-bisphosphate Aldolase from Giardia Lamblia; Potency, µM (highest dose often 59.6 µM), for inactives: at the highest dose activity, negative = inhibition, hits mostly inhibitors; AID 2451, 2010; purified Giardia FBPA; A8B2U2; hit rate 0.71% among 290,000; note: potency is the fitted concentration of half-maximal effect; nearly all actives have a fitted effect of over 55% in size
Target sequence (A8B2U2 whole entry, looked up): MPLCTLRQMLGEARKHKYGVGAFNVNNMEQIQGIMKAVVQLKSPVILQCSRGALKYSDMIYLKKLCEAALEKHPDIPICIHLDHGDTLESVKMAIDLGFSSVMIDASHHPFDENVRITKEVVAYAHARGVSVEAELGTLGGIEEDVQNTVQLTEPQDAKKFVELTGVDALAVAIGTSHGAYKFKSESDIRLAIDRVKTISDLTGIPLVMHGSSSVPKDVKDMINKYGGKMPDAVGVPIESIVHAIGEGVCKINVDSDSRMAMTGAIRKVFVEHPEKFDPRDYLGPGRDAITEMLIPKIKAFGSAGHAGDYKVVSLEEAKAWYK
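40 nM FBPA preincubated 10 min at RT with compound (up to 57.5 uM final), then substrate plus GAPDH/TPI/NAD/arsenate coupling and diaphorase/resazurin added. Fluorescence read after 20 min at RT, 525/598 nm.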
AmpC inh detg: qHTS Inhibitors of AmpC Beta-Lactamase (assay with detergent); P00811; AmpC hydrolysis of nitrocefin, absorbance 480 nm, 0.01% Triton; Potency, µM (top dose mostly 114 µM), without a hit: at the highest dose activity change, negative = inhibition, hits mostly inhibitors; hit rate 0.041% among 370,000;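 note: potency is the fitted concentration of half-maximal effect; 0% = no-compound wells and -100% = no-enzyme wells; nearly all actives have a fitted effect of over 25% in size; some results filed as inactive show a strong effect at the top dose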
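AmpC (5.3 nM in the dispensed reagent) in 20 mM phosphate pH 7.0 with 0.01% (detergent screen) or 0.0001% Triton X-100 was preincubated with compounds for 15 min at room temperature. Nitrocefin was then added from an 800 uM solution, and hydrolysis was followed at 480 nm.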
* = called active by the depositor; u = inconclusive; x = no result given; [ ] = another dose, or the depositor's remark. Unless noted, calls come from the whole dose curve; as a rule, active = well fitted curve in the direction sought with a large enough effect; inconclusive = small, poorly fitted or top-dose-only effect, or another doubt; inactive = no such curve, though single readings can be large; an effect the other way counts as inactive or inconclusive. Unless noted, % is set by controls: 0 for no effect and ±100 for the full control effect.

No. | SMILES | HCMV inh | Sm TGR block | HCV inhibitor | AmpC inh no detg | Giardia FBPA inh | AmpC inh detg
1 | CCOC(=O)Cc1csc(NS(=O)(=O)c2ccc(Cl)cc2)n1 | 40 | -3% | 38%[activator] | -16% | -1% | -8%
2 | O=C(N/N=C/c1ccc(F)cc1)c1cc(-c2ccccn2)nc2ccccc12 | -5 | 1% | 16% | -20% | x | -22%
3 | CC(=O)N1CCN(CCN2C(C)=CC(=C(C#N)C#N)C=C2C)CC1 | -12 | -2% | -13% | -23% | -2% | 0%
4 | CCC(=O)Nc1cc(-c2nn(CC(=O)N3CCCCC3)c(=O)c3ccccc23)ccc1N1CCOCC1 | -20 | -4% | 21% | 57% | -1% | -2%
5 | Cc1[nH]c2ccc3ccccc3c2c(=O)c1C/C=C/Cl | -89* | 3% | u | -31% | 3% | u
6 | Cc1ccc(C)c(N=Nc2ccc(O)c3ncccc23)c1 | -84* | 19% | 6.3µM* | -29% | -1% | 12%
7 | O=C(O)C1CCCCC1C(=O)Nc1ccc(-c2ccccc2)cc1 (stereo not drawn) | 1 | x | 8% | -23% | 15% | 4%
8 | CCC(C(=O)N1CCN(Cc2ccc3c(c2)OCO3)CC1)n1c(=O)[nH]c2ccccc2c1=O (stereo not drawn) | -23 | -4% | 2% | 70%[activator] | x | 3%
9 | COc1ccc(/C=N\NC(=O)c2ccc([N+](=O)[O-])cc2)cc1COc1c(F)c(F)cc(F)c1F | 19 | -4% | 1.6µM* | -39% | x | -2%
10 | COc1cccc(NC(=O)CSc2nnc(-c3cccnc3)o2)c1 | -2 | -5% | 5% | -7% | x | u
11 | Cc1ccc(C2CC(c3ccc(Cl)cc3)=NNC2=O)cc1 (stereo not drawn) | 6 | 7% | u | 3% | -4% | -3%
12 | N/C(=N\NS(=O)(=O)c1cc(C(F)(F)F)cc(C(F)(F)F)c1)c1ccccn1 | 48 | 1% | -19% | -7% | u | 3%
13 | COc1ccc(S(=O)(=O)NC(CC(=O)NCc2ccccc2OC)c2ccco2)cc1 (stereo not drawn) | -17 | -21% | u | 0.32µM* | -1% | -4%
14 | COc1ccccc1-c1cc(C(=O)N2CCCC2)no1 | 51 | 8% | u | 17% | 4% | 9%
15 | CC(=O)O[C@@H]1C[C@H]2C(C)=C[C@H]3OC(=O)[C@@H](C)[C@H]3C[C@H]2[C@]1(C)O | -18 | 1% | 15% | 139%[activator] | 2% | 1%
16 | N/C(Cn1cncn1)=N\NC(=O)C(=O)Nc1ccc(Cl)cc1Cl | 4 | 3% | 3% | -15% | -27% | 9%
17 | O=C(NCC(c1cccnc1)N1CCc2ccccc21)c1ccc(F)cc1 (stereo not drawn) | -7 | -10% | x | x | x | -6%
18 | CCN(C(=O)C(C)OC(=O)C1C(C(=O)OC)=C(C)NC(C)=C1C(=O)OC)c1ccccc1 (stereo not drawn) | -19 | 5% | 11% | 81%[activator] | 4% | 10%
19 | Cn1c(=O)c2c(nc(CN3CCN(C(=O)c4ccco4)CC3)n2CCCO)n(C)c1=O | -11 | -13% | 8% | 2% | x | -3%
20 | O=C(c1ccccc1)c1c2c(cc3sc4ccccc4[n+]13)-c1cccc3cccc-2c13 | -103* | -14% | u | 107%[activator] | -10% | u
21 | N#C/C(=N\Nc1ccccc1)C(=N)N1CCCCC1 | 218 | 1% | 2% | -24% | -5% | -15%
22 | O=C(COC(=O)c1n[nH]c2ccccc12)Nc1ccccc1 | -21 | 0% | -5% | -22% | 2% | -2%
23 | CCc1ccc(N(C(=O)c2ccco2)C(C(=O)NC2CCCC2)c2cccnc2)cc1 (stereo not drawn) | u | 0% | -6% | 22% | 6% | u
24 | Cc1ccc(NC(=O)Cn2cccc2C2=NC(c3ccccc3)CO2)cc1C (stereo not drawn) | -16 | -15% | -15% | -22% | 4% | -9%
25 | O=Nc1c(O)[nH]c2c(F)cccc12 | 40 | -8% | 13% | -46% | 2% | -9%
26 | CC(C)(C)c1ccccc1OCCN1CCCC1 | -25 | -4% | 24% | -1% | -23% | -1%
27 | COc1ccc(Cl)cc1N(CC(=O)NC(C(C)C)C(C)C)S(C)(=O)=O | 12 | 2% | 19% | 56% | -5% | -7%
28 | O=C(c1ccco1)N1CCN(C(=O)C2Cc3ccccc3CN2S(=O)(=O)c2ccc(F)cc2)CC1 (stereo not drawn) | -6 | 50µM* | 16% | 26% | 10% | -14%
29 | CSCCC(NC(=O)COc1ccccc1)C(=O)Nc1ccc(C)cc1 (stereo not drawn) | 21 | 5% | 6% | -4% | 0% | -1%
30 | O=C1OCC2=C1C(c1ccccc1)CC(=O)N2c1ccccc1 (stereo not drawn) | -39 | -5% | 9% | -14% | -2% | -8%
31 | CC(C)c1ccc(OC(=O)c2ccc3c(=O)n4c(nc3c2)CCC4)cc1 | -35 | 5% | -48% | 104%[activator] | x | -11%
32 | Cc1ccc(C)c(CSc2cn(CCNC(=O)c3cccs3)c3ccccc23)c1 | -83* | 10% | x | x | x | 5%
33 | CC1=C(C(=O)N2CCCCCC2)C2(CCC(C)CC2)OC1=O (stereo not drawn) | -3 | -25% | -9% | 10% | x | -13%
34 | CN(C)c1ccc(C=C2C(=O)OC(C)(C(C)(C)C)OC2=O)cc1 (stereo not drawn) | -3 | -19% | 12% | -16% | -18% | u
35 | COc1ccc(-c2nc(CS(=O)CC(=O)NC3CCCc4ccccc43)c(C)o2)cc1OC (stereo not drawn) | 17 | 20µM* | u | 101%[activator] | -6% | -15%
36 | COc1ccccc1-c1nn(CCC(=O)Nc2ccccc2)c2nc(C)cc(C)c12 | 5 | 0% | x | x | x | 15%

Quoted from the entries so far for reference:
No. | SMILES | HCMV inh | Sm TGR block | HCV inhibitor | AmpC inh no detg | Giardia FBPA inh | AmpC inh detg
34 | CN(C)c1ccc(C=C2C(=O)OC(C)(C(C)(C)C)OC2=O)cc1 (stereo not drawn) | -3 | -19% | 12% | -16% | -18% | u
35 | COc1ccc(-c2nc(CS(=O)CC(=O)NC3CCCc4ccccc43)c(C)o2)cc1OC (stereo not drawn) | 17 | 20µM* | u | 101%[activator] | -6% | -15%
36 | COc1ccccc1-c1nn(CCC(=O)Nc2ccccc2)c2nc(C)cc(C)c12 | 5 | 0% | x | x | x | 15%

Next section
No. | SMILES | HCMV inh | Sm TGR block | HCV inhibitor | AmpC inh no detg | Giardia FBPA inh | AmpC inh detg
37 | CCN(CCCNC(=O)Cn1ncc2c3ccccc3n(C)c2c1=O)c1cccc(C)c1 | 21 | 1% | x | x | x | 20%
38 | COc1ccc(CCNC(=O)c2cc(C(=O)c3cc(C)ccc3O)cn(CCc3ccc(OC)cc3)c2=O)cc1 | -5 | 0% | u | -28% | -1% | -9%
39 | O=C(Nc1ccccc1C(=O)N1CCCCCC1)c1ccc(F)cc1 | -102* | 5% | 11% | -4% | x | -2%
40 | COc1ccc(Cc2nnc(NC(=O)c3ccccc3)s2)cc1OC | 57 | 2% | 0% | 11% | -4% | -2%
41 | CC(C)(C#N)Nc1ccccc1 | 12 | 14% | 23% | -2% | 9% | -2%
42 | Cc1ccc(S(=O)(=O)Nc2ccccc2CNc2c(C)n(C)n(-c3ccccc3)c2=O)cc1 | -7 | -1% | 9% | 10% | -6% | u
43 | CC(C)[C@@H]1NC(=O)c2cc([N+](=O)[O-])cc(I)c2OCC[C@@H](C(N)=O)NC(=O)[C@H](CCC(=O)O)NC1=O | -10 | -3% | 11% | -4% | u | u
44 | CCn1ccnc1C(O)c1ccc(N(C)C)cc1 (stereo not drawn) | 7 | 10µM* | 8% | 1% | -10% | -14%
45 | COc1ccc(-n2nnc3c(=O)n(CC(=O)N4CCCCC4)cnc32)cc1 | 5 | 0% | 5% | -7% | 5% | -10%
46 | NS(=O)(=O)c1ccc(-c2ccc(C=O)o2)cc1 | u | -5% | u | -17% | 0% | 0%
47 | CCS(=O)(=O)c1ccc(O)c(NC(=O)Nc2cccc3ccccc23)c1 | 22 | 5% | 8% | -57% | 16% | 2%
48 | O=C(Nc1cccnc1)c1ccc2nc(-c3ccccc3)c(-c3ccccc3)nc2c1 | -19 | 3% | -27% | 5% | -2% | u
49 | CC(=O)c1cc2c(cc1N/C(=N/S(=O)(=O)c1ccc(C)cc1)c1ccc(F)cc1)OCO2 | -17 | -2% | x | x | x | 2%
50 | O=C(CCCSc1ccc(Cl)cc1)Nc1cc(S(=O)(=O)N2CCOCC2)ccc1O | -5 | 0% | 11% | -38% | x | -6%
51 | O=C(NCC(F)(F)F)Nc1ncccn1 | 37 | 0% | 2% | -7% | 2% | u
52 | COc1ccc(S(=O)(=O)N2CCOC23CCN(S(=O)(=O)c2ccccc2)CC3)cc1 | -39 | -12% | 4% | -18% | x | u
53 | CCCCCOc1ccccc1C(=O)NCC(=O)O | 13 | -22% | 1% | -20% | 3% | -9%
54 | CC1CCN(S(=O)(=O)c2ccc3c(ccn3CCC(=O)NC(C)C)c2)CC1 | u | 1% | 19% | 69%[activator] | x | -2%
55 | Cc1ccc(C(=O)NCC(=O)OC(C)C(=O)Nc2ccc(N(C)C)cc2)s1 (stereo not drawn) | 3 | 3% | 5% | -17% | 5% | -5%
56 | COc1ccc(NCc2cc3cc4c(cc3n(CC(=O)Nc3cc(C)ccc3C)c2=O)OCCO4)cc1 | -73* | 5% | x | x | x | 16%
57 | COc1cc(NC(=O)CSc2nc(C)c(C)c(C)n2)cc(OC)c1 | -23 | 10% | -22% | -12%[11.4 µM] | 2% | u
58 | COc1ccc(NC(=O)/C=C/c2ccccc2)cn1 | 10 | 4% | -14% | -19% | -26% | -12%
59 | Cc1ccc(Cn2c(=O)n(CCCCC(=O)NCc3ccccc3Cl)c(=O)c3ccccc32)cc1 | 5 | 4% | x | x | x | 1%
60 | O/N=C(/CN(O)/C=C1/C=CC=N1)c1cccs1 | 61 | 2% | 3% | -17% | 1% | 6%
61 | Cc1ccc(S(=O)(=O)N2CCCc3cc(NS(=O)(=O)c4cccc(Cl)c4)ccc32)cc1 | -40 | 0% | x | x | x | 2%
62 | O=C1NC2(CCCCC2)C(=O)N1CCN1C(=O)c2ccccc2C1=O | 3 | 9% | 12% | -9% | 0% | -4%
63 | O=C(CCS(=O)(=O)c1ccc(Cl)cc1)Nc1nnc(-c2ccco2)o1 | -31 | -4% | u | u | x | u
64 | Cn1cnnc1SCC(=O)Nc1ccc(Cl)cn1 | -6 | x | 4% | 2% | 0% | 3%
65 | CN(CC(=O)O/N=C(\N)c1ccccn1)S(=O)(=O)c1cc(Cl)ccc1Cl | -18 | 2% | x | -2% | 4% | 1%
66 | COc1ccc(OC)c(C2CC(=O)c3c([nH]c(C(=O)OCC4CCCO4)c3C)C2)c1 (stereo not drawn) | -37 | 0% | u | 3% | 0% | -11%
67 | COc1cccc(-c2cccc(NC(=O)C3CCN(Cc4ccon4)CC3)c2)c1 | -14 | -35% | -6% | 9% | x | -10%
